Source: PubChem BioAssay (Johns Hopkins Ion Channel Center)
TMEM16A act: activates or potentiates the mouse TMEM16A chloride channel; Q8BHY3; HEK293 TMEM16A/YFP-H148Q/I152L, iodide quench fluorescence; active compounds read low; B-score at 10 µM; actives 0.3% (n = 340,000); AID 623877;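 active = fluorescence-ratio B-score plate-corrected deviation score at least 3 library SD below zero, with starting fluorescence score within 5 deviations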;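 also: channel opened by trigger with iodide after compound preincubation; score built on the fluorescence ratio of max minus min over baseline; more negative score means more quench and so TMEM16A activation or potentiation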
Target sequence (Q8BHY3 whole entry, looked up): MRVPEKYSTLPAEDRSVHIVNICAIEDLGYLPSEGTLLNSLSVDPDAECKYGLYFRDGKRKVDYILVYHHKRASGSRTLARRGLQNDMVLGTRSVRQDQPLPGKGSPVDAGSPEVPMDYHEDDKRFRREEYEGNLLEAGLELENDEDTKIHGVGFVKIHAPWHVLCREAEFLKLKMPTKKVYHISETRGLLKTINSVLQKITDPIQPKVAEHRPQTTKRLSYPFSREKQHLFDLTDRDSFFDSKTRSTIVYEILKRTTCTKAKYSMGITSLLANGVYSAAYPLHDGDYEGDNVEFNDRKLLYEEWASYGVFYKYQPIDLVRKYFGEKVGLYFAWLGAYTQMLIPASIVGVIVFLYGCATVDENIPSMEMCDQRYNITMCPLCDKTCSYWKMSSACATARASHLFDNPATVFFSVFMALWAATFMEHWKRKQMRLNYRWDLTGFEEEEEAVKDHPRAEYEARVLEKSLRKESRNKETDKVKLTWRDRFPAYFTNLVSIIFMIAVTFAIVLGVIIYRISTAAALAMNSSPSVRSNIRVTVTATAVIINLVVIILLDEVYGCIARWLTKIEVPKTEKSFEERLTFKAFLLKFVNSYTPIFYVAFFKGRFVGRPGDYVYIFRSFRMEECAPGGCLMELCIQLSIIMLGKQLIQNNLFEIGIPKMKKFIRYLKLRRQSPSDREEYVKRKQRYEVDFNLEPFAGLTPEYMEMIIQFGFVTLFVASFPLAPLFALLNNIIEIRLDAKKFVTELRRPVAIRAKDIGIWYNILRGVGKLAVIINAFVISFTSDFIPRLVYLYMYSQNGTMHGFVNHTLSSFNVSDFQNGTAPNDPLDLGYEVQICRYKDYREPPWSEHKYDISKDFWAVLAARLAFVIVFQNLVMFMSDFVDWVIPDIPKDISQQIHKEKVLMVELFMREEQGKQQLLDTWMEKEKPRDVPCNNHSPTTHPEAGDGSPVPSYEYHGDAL
TRPC6 inh: blocks the mouse TRPC6 cation channel. Q61143. HEK293-TRPC6, membrane potential dye, ACh-evoked depolarization; active compounds read low. B-score at 10 µM. actives 1.1% (n = 310,000). AID 2553;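 active = B-score under library mean minus 3 SD, initial fluorescence not abnormally high, positive integrated signal ratio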;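 also: B-score derived from integrated fluorescence ratio over the kinetic read; more negative B-score means stronger inhibition of depolarization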
TRPC4 agonist: TRPC4 (mouse) channel activation. Q9QUQ5. HEK293 TRPC4beta/mu-opioid, Fluo4 calcium fluorescence; active compounds read high. B-score at 10 µM. actives 0.49% (n = 310,000);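 active = B-score above 5 SD of library B-scores, and initial fluorescence ratio not above library mean plus 5 SD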;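 also: positive B-score marks a calcium rise read as TRPC4 activation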
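system = HEK293 cells stably co-expressing mouse TRPC4beta and mu-opioid receptor | schedule = Fluo4 dye loading 45 min at room temperature, 110 s recording | measure = B-scored integrated calcium fluorescence ratio | signal = Fluo4 calcium-sensitive dye fluorescence, kinetic, 1 Hz baseline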
MrgX1 PAM: human MrgX1 positive allosteric modulation, primary screen; actives 0.63% (n = 310,000); Q96LB2; AID 588675; B-score at 10 µM; MrgX1-HEK293, Fluo-4 calcium flux, FDSS; active compounds read high;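 active = plate-corrected calcium response at least 3 library SD above typical, normal starting fluorescence, not activating the receptor alone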;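 also: compound read alongside a low EC10 to EC30 dose of BAM8-22 agonist; peak minus trough fluorescence over baseline measured at the second addition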
TRPC6 act: activators of mouse TRPC6 channel; HEK293-TRPC6 membrane potential dye fluorescence; active compounds read high; B-score at 10 µM; actives 0.13% (n = 310,000);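 active = B-score of the integrated fluorescence ratio above library mean plus 3 SD, and starting fluorescence ratio within library mean plus 5 SD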;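 also: higher score means more depolarization so channel activation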
TRPC4 potent: allosterically enhances the mouse TRPC4 cation channel; Q9QUQ5; HEK293 TRPC4beta/mu-opioid, DAMGO EC20, Fluo-4 Ca2+ flux; active compounds read high; B-score at 10 µM; actives 0.42% (n = 310,000); AID 2227;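 active = B-score of calcium response area above 5 SD of library B-scores, with initial fluorescence ratio within 5 SD of library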;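 also: B-score of integrated fluorescence ratio over time as area under calcium response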
MrgX1 agonist: human MrgX1 receptor agonism, primary screen; MrgX1-HEK293 cells, Fluo-4 calcium fluorescence, agonist mode; active compounds read high; Q96LB2; AID 588627; actives 0.44% (n = 310,000); B-score at 10 µM;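 active = calcium response B-score plate-corrected fluorescence ratio at least 3 library SD, with starting fluorescence B-score inside 5 SD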
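Material – MrgX1-expressing HEK293 cells · Input – 15,000 cells seeded per well · Dosing – compound as first of three additions · Times – overnight seeding, then 1 h dark dye loading · Measured by – kinetic Fluo-4 NW fluorescence of intracellular calcium · Read-out – B-scored fluorescence response ratio · Benchmarks – positive and negative control wells on each plate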
MrgX1 antag: human MrgX1 receptor antagonism, primary screen | actives 1.3% (n = 310,000) | Q96LB2 | MRGX1-HEK293 calcium flux, Fluo-4, BAM8-22 antagonism; active compounds read low | B-score at 10 µM | AID 588676;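 active = calcium-response B-score plate-corrected more than 3 library SD below zero, starting fluorescence within 5 deviations, no agonist response on first addition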;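 also: peak minus trough fluorescence over baseline after final BAM8-22 challenge near maximal dose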
RGS4 inh: human RGS4 inhibition | actives 0.45% (n = 310,000) | HEK293 M3R/RGS4 inducible, Fluo-4 calcium flux; active compounds read high; triggered by carbachol at its EC20 | P49798 | AID 463165 | B-score at 10 µM;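 active = B-score, a plate-corrected calcium signal, over three deviations above library mean, with baseline fluorescence within five deviations of library mean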;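 also: RGS4 expression induced by doxycycline in cells with stable M3 receptor; B-score is computed from the integrated fluorescence ratio over baseline after carbachol; higher B-score means a larger calcium signal and so more RGS4 inhibition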
TRPC4 block: inhibitors of mouse TRPC4 channel | AID 2247 | HEK293 TRPC4beta/mu-opioid, DAMGO-evoked Fluo4 calcium flux; active compounds read low | B-score at 10 µM | actives 0.39% (n = 300,000) | Q9QUQ5;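 active = B-score over 3 SD under the library average, no early fluorescence shift, positive overall ratio signal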
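Material: HEK293 cells with stable TRPC4beta plus mu-opioid receptor expression; probe or stimulus: DAMGO in two steps, submaximal then maximal; technique: Fluo4 calcium fluorescence by kinetic imaging, 5 s 1 Hz baseline; measure: integrated fluorescence ratio relative to baseline, converted to per-well B score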
ANO1 block: mouse TMEM16A channel inhibition, primary screen | AID 588511 | Q8BHY3 | HEK293 TMEM16A/YFP iodide influx fluorescence, ionomycin | actives 1.2% (n = 310,000) | normalized B-score (activity score, 25-100; higher = stronger inhibition) at 10 µM;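 active = ratio plate-corrected score three or more library SD toward inhibition, starting fluorescence score within five deviations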;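 also: score derived from kinetic fluorescence span divided by baseline fluorescence per well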
An asterisk follows results filed as active; i = inactive; . = no result given.

#	Structure	TMEM16A act	TRPC6 inh	TRPC4 agonist	MrgX1 PAM	TRPC6 act	TRPC4 potent	MrgX1 agonist	MrgX1 antag	RGS4 inh	TRPC4 block	ANO1 block
1	CCC[C@@H]1CCCO[C@@](C(=O)NCc2ccc(S(C)(=O)=O)cc2)(C(F)(F)F)C1	i	i	i	i	i	i	i	i	i	i	i
2	Cc1[nH]c(=O)[nH]c(=O)c1S(=O)(=O)N1CCCC(C(=O)NCCC2=CCCCC2)C1 (stereo not given)	i	i	i	i	i	i	i	i	i	i	i
3	C=C(C)c1ccccc1NC(=O)CCN1C(=O)c2ccccc2S1(=O)=O	i	i	i	i	i	i	i	i	i	i	i
4	O=C(Nc1cccc(O)c1)c1ccccc1	i	i	i	i	i	i	i	i	i	i	i
5	COc1ccc(S(=O)(=O)N2CCC3(CC2)OCCN3S(=O)(=O)c2c(C)cc(C)cc2C)cc1	i	i	i	i	i	i	i	i	i	i	i
6	CCC1CSC(Nc2ccc(C(=O)/C=C/c3ccc(OC)c(OC)c3)cc2)=N1 (stereo not given)	i	i	i	i	i	i	i	i	i	i	i
7	CCc1ccccc1N(C(=O)Cn1nnc2ccccc21)C(C(=O)NCCOC)c1ccco1 (stereo not given)	i	i	i	i	i	i	i	i	i	i	i
8	CCC(CC)c1nnc(NC(=O)C2=COCCO2)s1	i	i	i	i	i	i	i	i	i	i	i
9	CN(CC(=O)Nc1ccc(Cl)c(C(F)(F)F)c1)C(=O)c1cc(-c2ccncc2)nc2ccccc12	i	i	i	i	i	i	i	i	i	i	i
10	O=C(CCNC(=O)c1ccc(Cl)cc1)Nc1ccccc1Cl	.	i	i	i	i	i	i	i	i	i	i
11	Cc1noc(C)c1COC(=O)[C@@H](NC(=O)c1ccccc1)C(C)C	i	i	i	i	i	i	i	i	i	i	i
12	CCCNC(=O)c1onc(CSc2ccc(F)cc2)c1C(=O)NCCC	i	i	i	i	i	i	i	i	i	i	i
13	Cc1cccc(OCCNC(=O)c2cc(-n3cnnc3)ccc2Cl)c1	i	i	i	i	i	i	i	i	i	i	i
14	COc1cccc(C2C3=C(CCCC3=O)Nc3[nH]n(-c4ccccc4)c(=O)c32)c1 (stereo not given)	i	i	i	i	i	i	i	i	i	i	i
15	CN(CC(=O)Nc1ccc(N2CCOCC2)cc1)C(=O)c1cccc(Cl)c1Cl	i	i	i	i	i	i	i	i	i	i	i
16	CCOC(=O)C1CCN(c2c(NCc3ccc(C(=O)NCCC(C)C)cc3)c(=O)c2=O)CC1	i	i	i	i	i	i	i	i	i	i	i
17	Cc1c(NC(=O)C(C)OC(=O)c2cc(-c3cccc4ccccc34)nc3ccccc23)c(=O)n(-c2ccccc2)n1C (stereo not given)	i	i	i	i	i	i	i	i	i	i	i
18	COc1ccc(C(=O)NCc2nnc(SCC(=O)Nc3cc(OC)ccc3OC)o2)cc1	i	i	i	i	i	i	i	i	i	i	i
19	CCN(CC)CCCN(Cc1cc2cc3c(cc2[nH]c1=O)OCCO3)C(=O)Nc1ccc(F)cc1	i	i	i	i	i	i	i	i	i	i	i
20	COc1cc2c(cc1NC(=O)COCC(=O)O)oc1ccccc12	i	i	i	i	i	i	i	i	i	i	i
21	COc1cccc(OCc2nnc(-c3cccs3)o2)c1	i	i	i	i	i	i	i	i	i	i	i
22	CCOC(=O)N1CCC(=C2c3ccc(Cl)cc3CCc3cccnc32)CC1	i	i	i	i	i	i	i	i	i	i	25*
23	COc1cccc(COC(=O)c2cc(=O)[nH]c3ccc(S(=O)(=O)N4CCOCC4)cc23)c1OC	i	i	i	i	i	i	i	i	i	i	i
24	C/C(=C(\C#N)C(=O)NC1CCCCC1)N(C)C	i	.	.	i	.	.	i	i	.	.	i
25	COc1cccc(/C=N/NC(=O)CN2CC(c3ccccc3)CC2=O)c1OC (stereo not given)	i	i	i	i	i	i	i	i	i	i	i
26	O=C(NNC(=S)Nc1ccc(Cl)cc1)c1ccccc1OC(F)F	i	i	i	i	i	i	i	i	i	i	i
27	CCc1cccc(CC)c1NC(=O)C1CN(S(=O)(=O)c2ccccc2)CCN1S(=O)(=O)c1ccccc1 (stereo not given)	i	i	i	i	i	i	i	i	i	i	i
28	Cc1nn(Cc2ccc(C(=O)NN)o2)c(C)c1Cl	i	i	i	i	i	i	i	i	i	i	i
29	Cn1nc(C(F)(F)F)c2cc(C(=O)O)sc21	i	i	i	i	i	i	i	i	i	i	i
30	COc1ccccc1N(C)S(=O)(=O)c1ccc(Cl)c(C(=O)NCCCN2CCOCC2)c1	i	i	i	i	i	i	i	i	i	i	i
31	CCCCCC(=O)Nc1cccc(C2=NOC3(C2)C[C@H](C(N)=O)N(C(=O)c2ccccc2C(=O)c2ccccc2)C3)c1 (stereo not given in full)	i	i	i	i	i	i	i	i	i	i	i
32	Cc1ccc(S(=O)(=O)Nc2cccc3cccnc23)c([N+](=O)[O-])c1	i	i	i	i	i	i	i	i	i	i	i
33	Cc1cccc(C2=NNC(=O)C(c3ccc(Cl)cc3)C2)c1 (stereo not given)	i	i	i	i	i	i	i	i	i	i	i
34	CC(C(=O)Nc1ccccc1Cl)c1ccc([N+](=O)[O-])cc1 (stereo not given)	i	i	i	i	i	i	i	i	i	i	i
35	Cc1ccc(C(=O)N(Cc2cccs2)C2CCS(=O)(=O)C2)cc1 (stereo not given)	i	i	i	i	i	i	i	i	i	i	i
36	O=C(CS(=O)(=O)Cc1ccccc1)Nc1nnc(C2CCCCC2)s1	i	i	i	i	i	i	i	i	i	i	i
37	Cc1cc(C)cc(NS(=O)(=O)c2ccc(NC(=O)c3ccccc3C(=O)O)cc2)c1	i	i	i	i	i	i	i	i	i	i	i
38	O=C(O)c1ncc(-c2ccccc2)cn1	i	i	i	i	i	i	i	i	i	i	i
39	COC(=O)c1cc(C(=O)OCC(=O)Nc2ccccc2OC(F)F)cc([N+](=O)[O-])c1	i	i	i	i	i	i	i	i	i	i	i
40	Fc1cccc(Cl)c1Cn1nnc2c(-n3ccnc3)ncnc21	i	i	i	i	i	i	i	i	i	i	i
41	O=C(c1cc2cc(Br)ccc2o1)N1CCCCC1	i	i	i	i	i	i	i	i	i	i	i
42	COc1cccc(C(c2c(O)nc(SC)n(C)c2=O)c2c(O)nc(SC)n(C)c2=O)c1	i	i	i	i	i	i	i	i	i	i	i
43	COc1ccc(N/C(C)=C/C(=O)c2ccccc2)cc1	i	i	i	i	i	i	i	i	i	i	i
44	CCOc1ccccc1NC(=O)C(OC(=O)c1ccc(N(C)C)cc1)c1ccccc1 (stereo not given)	i	i	i	i	i	i	i	i	i	i	i
45	CN(CC1COc2ccccc2O1)C(=S)NC1CCCCC1 (stereo not given)	i	i	i	i	i	i	i	i	i	i	i
46	Cc1ccc(C(NC(=O)c2ccccc2)C(Cl)(Cl)Cl)cc1 (stereo not given)	i	i	i	i	i	i	i	i	i	i	i
47	COc1ccc(C(=O)N/C(=C\c2cc(OC)c(OC)cc2[N+](=O)[O-])C(=O)NCCO)cc1	i	i	i	i	i	i	i	i	i	i	i
48	CCC(C)N(C)Cc1cccc(C2(O)CCN(S(=O)(=O)c3ccc(F)cc3)CC2)c1 (stereo not given)	i	i	i	i	i	i	i	i	i	i	i
49	Cc1cccc(C)c1NC(=O)CSc1nc2ccccc2c(=O)[nH]1	i	i	i	i	i	i	i	i	i	i	i
50	CC(C)(C)SCCNC(=O)/C=C/c1ccc(F)cc1	i	i	i	i	i	i	i	i	i	i	i
51	C/C(=N\NC(=O)Cc1ccccc1[N+](=O)[O-])c1cccnc1	i	i	i	i	i	i	i	i	i	i	i
52	O=C(NCC1CCCO1)c1cccc(NC(=O)c2ccco2)c1 (stereo not given)	i	i	i	i	i	i	i	i	i	i	i
53	Clc1cccc(CNCCCSc2ncccn2)c1Cl	i	i	i	i	i	i	i	i	i	i	i
54	COc1ccc(-c2cc(C(=O)NCC3CCCO3)c3ccccc3n2)c(OC)c1 (stereo not given)	i	i	i	i	i	i	i	i	i	i	i
55	CC(=O)CC(c1ccccc1)S(=O)(=O)c1ccc([N+](=O)[O-])cc1 (stereo not given)	i	i	i	i	i	i	i	i	i	i	i
56	COc1ccc(CCn2c(-c3ccc(C(C)(C)C)cc3)n[nH]c2=S)cc1OC	i	i	i	i	i	i	i	i	i	i	i

The list goes on:
#	Structure	TMEM16A act	TRPC6 inh	TRPC4 agonist	MrgX1 PAM	TRPC6 act	TRPC4 potent	MrgX1 agonist	MrgX1 antag	RGS4 inh	TRPC4 block	ANO1 block
57	CCn1c(C(O)c2cc(OC)c(OC)c(OC)c2)nc2ccccc21 (stereo not given)	i	i	i	i	i	i	i	i	i	i	i
58	CC(=O)Nc1ccccc1-c1nc2ccc(C(=O)N3CCN(c4cccc(C)c4)C(C)C3)cc2[nH]c1=O (stereo not given)	i	i	i	i	i	i	i	i	i	i	i
59	CC1=NN(C(=O)COc2ccccc2)C(O)(c2ccccc2)C1 (stereo not given)	i	i	i	i	i	i	i	i	i	i	i
60	O=C(CCCN1C(=O)/C(=C/c2ccccc2Cl)SC1=S)NNC(=O)c1ccncc1	i	i	i	i	i	i	i	i	i	i	i
61	NNC(=O)c1ccc(CSc2nc3ccccc3s2)cc1	i	i	i	i	i	i	i	i	i	i	i
62	CCCCCc1c(C)nc(Nc2nc(C)c3cc(OC)ccc3n2)[nH]c1=O	i	i	i	i	i	i	i	i	i	i	i
63	O=C(Cc1ccccc1Cl)N1CCN(c2ncccn2)CC1	i	i	i	i	i	i	i	i	i	i	i
64	Cc1c(Cl)cccc1NC(=O)Cn1cc(C(F)(F)F)cc(Cl)c1=O	i	i	i	i	i	i	i	i	i	i	i
65	CC(=O)Nc1ccc(NC(=O)C(Cc2ccccc2)NC(=O)C2CCCCC2)cc1 (stereo not given)	i	i	i	i	i	i	i	i	i	i	i
66	Cn1c(Cc2cccs2)nnc1SCC(=O)Nc1ccccc1	i	i	i	i	i	i	i	i	i	i	i
67	CCCc1cc(Nc2ccccc2C)n2ncnc2n1	i	i	i	i	i	i	i	i	i	i	i
